# PMI act hi M6P: PMI (human) activation, high substrate. P34949. coupled PMI enzyme assay, resazurin fluorescence, 20 min; hits give high values; 1 = untreated enzyme, 0 = substrate-free blank. activation factor at 20 µM. hit rate 0.34% among 190,000. AID 1216;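 active = activation factor of 2 or more at 20 µM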
#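 Test system: human phosphomannose isomerase with PGI, G6PDH, diaphorase coupling enzymes / Doses: 20 µM compound, 1% DMSO / Times: enzyme reaction with compound 20 min at room temperature / Measured by: Diaphorase-driven resazurin-to-resorufin fluorescence, excitation 544, emission 590 nm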
# Diaph act CS: diaphorase activation or chemical reduction counter-screen; activation factor at 20 µM; hit rate 0.005% among 190,000; Diaphorase/resazurin coupled assay, resorufin fluorescence, 16 min; hits give high values; 1 = vehicle wells, 0 = NADH-free wells;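 active = diaphorase activity raised at least twofold by the compound at 20 µM; inactive = activation factor below 2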
#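 Material: purified diaphorase enzyme from Clostridium kluyveri / Medium: HEPES pH 7.4 buffer with MgCl2 and Tween 20 / Schedule: enzyme reaction of 16 min at room temperature / Measured by: resorufin fluorescence, excitation 544 nm, emission 590 nm / Evaluation: rise in resorufin formation, marking diaphorase activation or chemical reduction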
# FLuc act counter: affects firefly luciferase, flagging false hits in luciferase stimulation screens | ATPlite luciferase biochemical, luminescence, 10 min; 0 = ATP-free wells, 1 = DMSO control | 200,000 tested, under 10 active | activation factor at 10 µM | P08659;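 active = luciferase activation factor, scaled between plate controls, of at least 2 with compound at 10 µM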
# Target sequence (P08659 whole entry, looked up): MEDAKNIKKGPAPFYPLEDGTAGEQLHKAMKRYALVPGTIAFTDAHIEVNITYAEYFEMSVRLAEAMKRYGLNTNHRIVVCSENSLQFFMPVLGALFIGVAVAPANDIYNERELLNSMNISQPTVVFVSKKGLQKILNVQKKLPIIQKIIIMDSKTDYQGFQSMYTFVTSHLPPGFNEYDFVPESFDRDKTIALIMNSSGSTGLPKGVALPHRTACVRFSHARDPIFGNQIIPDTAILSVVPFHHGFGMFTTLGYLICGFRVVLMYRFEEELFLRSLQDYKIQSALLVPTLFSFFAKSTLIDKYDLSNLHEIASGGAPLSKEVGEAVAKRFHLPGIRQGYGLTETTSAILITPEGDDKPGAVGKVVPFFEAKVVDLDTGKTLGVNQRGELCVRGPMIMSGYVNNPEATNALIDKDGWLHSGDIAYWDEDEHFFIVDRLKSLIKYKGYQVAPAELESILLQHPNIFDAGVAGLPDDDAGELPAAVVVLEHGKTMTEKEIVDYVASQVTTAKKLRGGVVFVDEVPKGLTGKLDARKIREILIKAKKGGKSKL
#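 System: luciferase plus luciferin reagent, cell-free; medium: PBS as buffer for the ATP substrate; dosing: test compounds dosed from 2 mM stocks in 100% DMSO; timing: 10 min post-reagent at room temperature; measured by: luminescence measurement of luciferase light output; evaluation: luciferase activation, seen as luminescence increase over controls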
# TNAP inh no acc: blocks human TNAP activity with no phosphate acceptor present. P05186. purified TNAP, CDP-star luminescence, 30 min. hit rate 0.26% among 200,000. inhibition, % at 20 µM;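 active = tissue-nonspecific alkaline phosphatase inhibition above about 50% at 20 µM in the single-dose screen, limit read from the data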;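 note: 0% = DMSO negative control and 100% = EDTA positive control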
# Target sequence (P05186 whole entry, looked up): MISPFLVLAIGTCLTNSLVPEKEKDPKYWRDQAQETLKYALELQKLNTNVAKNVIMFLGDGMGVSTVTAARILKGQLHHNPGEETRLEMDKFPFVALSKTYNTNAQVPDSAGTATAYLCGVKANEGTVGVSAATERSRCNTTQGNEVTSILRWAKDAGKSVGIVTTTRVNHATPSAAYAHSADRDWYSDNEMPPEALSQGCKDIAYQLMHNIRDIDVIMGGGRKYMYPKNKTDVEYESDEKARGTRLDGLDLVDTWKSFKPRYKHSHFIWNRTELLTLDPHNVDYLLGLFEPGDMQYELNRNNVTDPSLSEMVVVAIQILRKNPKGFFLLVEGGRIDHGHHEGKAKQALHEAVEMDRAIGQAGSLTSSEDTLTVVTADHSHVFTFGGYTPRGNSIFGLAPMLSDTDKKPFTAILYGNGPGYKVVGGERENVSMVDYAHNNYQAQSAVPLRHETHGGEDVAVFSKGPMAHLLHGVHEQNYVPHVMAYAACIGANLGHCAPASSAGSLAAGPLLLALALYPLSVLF
# PMI activator: phosphomannose isomerase (human) activation. purified human PMI, coupled resazurin fluorescence, 20 min; hits give high values; 1 = vehicle control, 0 substrate-free wells. activation factor at 20 µM. hit rate 0.005% among 190,000. AID 1214;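 active = activation factor of 2 or more at 20 µM, relative to plate controls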
# G6PDH counter: counter-screen for G6PDH assay hits: L. mesenteroides G6PDH inhibition; Purified L. mesenteroides G6PDH, diaphorase/resazurin coupled fluorescence, 45 min; AID 1020; inhibition, % at 5 µM; hit rate 0.12% among 200,000; in the data active = inhibition above about 50%
# HMGR II inh: blocks class II HMG-CoA reductase of Enterococcus faecalis. purified E. faecalis HMGR, NADPH absorbance 340 nm kinetic. inhibition, % at 10 µM. hit rate 0.41% among 190,000. AID 1066;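 active = inhibition above a set limit, the median over all tested compounds plus 3 SD, cut at about 9.5% in these data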;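 note: enzyme runs in reverse so mevalonate oxidation gives rising NADPH absorbance; 0% = complete reaction with DMSO and 100% = background rate lacking mevalonate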
# TNAP inh hi DEA: inhibitors of human TNAP at high phosphate acceptor concentration. P05186. purified TNAP, CDP-star luminescence, 1 M DEA. inhibition, % at 20 µM. hit rate 0.03% among 200,000. AID 1135;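 active = over 50% inhibition of tissue-nonspecific alkaline phosphatase at 20 µM in the single-dose screen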;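 note: plate controls were DMSO wells for no effect and EDTA-quenched wells as full inhibition for full effect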
# Diaph inh CS: counter-screen for diaphorase-based assays: diaphorase inhibitors and chemical oxidizers | diaphorase resazurin-to-resorufin fluorescence, NADH, 16 min; bacterial (C. kluyveri) enzyme, not human | inhibition, % at 20 µM | hit rate 0.69% among 190,000 | AID 1217;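 active = primary screen inhibition at 20 µM above a set limit, cut at about 50% in these data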;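 note: plate controls were DMSO with full reaction for no effect and wells lacking NADH for full effect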
#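 Assay system: diaphorase enzyme from Clostridium kluyveri; Input: enzyme working solution with 0.14 U/mL diaphorase; Timing: 16 min at room temperature; Technique: resorufin fluorescence, excitation 544 nm, emission 590 nm; Benchmarks: positive control minus NADH, DMSO neutral control.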
# TNAP act hi DEA: activators of human TNAP at high phosphate acceptor concentration | P05186 | 200,000 tested, under 10 active | purified TNAP, CDP-star luminescence, 1 M DEA, 30 min; hits give high values; 0 = EDTA background, 1 = DMSO-only activity | activation factor at 20 µM | AID 1136;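 active = activation factor at least 2 at 20 µM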
#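 system = human TNAP | amount = enzyme diluted 1/800 final | reagent = 100 µM CDP-star substrate | signal = luminescent substrate turnover signal | dosing = one dose, 20 µM | benchmarks = EDTA negative control, DMSO positive control | measure = activation factor | timing = 30 min reaction, room temperature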
# Starred values were filed as active, the others as inactive; x = not tested or not shown.
SMILES,PMI act hi M6P,Diaph act CS,FLuc act counter,TNAP inh no acc,PMI activator,G6PDH counter,HMGR II inh,TNAP inh hi DEA,Diaph inh CS,TNAP act hi DEA
COCC(=O)Nc1nnc(COc2ccccc2)s1,1.1,0.9,1,-8,1.1,1,-3,-4,8,1
O=[N+]([O-])c1cc2c(cc1/C=N/Nc1nc(N3CCCC3)nc(N3CCCC3)n1)OCO2,0.8,0.8,1,-9,0.9,23,-6,2,22,1
Cc1c(CNC(=O)c2nn3c(c2Cl)NC(c2ccccc2)CC3C(F)(F)F)cnn1C (stereo unspecified),1,0.9,1.1,-7,1.1,8,-8,-11,8,1.1
CCc1ccc(C(=O)COC(=O)c2ccc(-c3nnc(-c4ccccc4)o3)cc2)cc1,1.1,1,1.1,-10,1,3,2,-6,-3,1.1
O=C(CCC1CCCC1)N1CCN(C(=O)c2cccnc2)CC1,1.1,1.1,1,2,1.1,-4,-1,8,-8,0.9
CCc1cc2c(CN3CCN(C)CC3)cc(=O)oc2cc1O,0.9,0.9,1,-16,0.9,-2,0,-8,10,1.1
CC(=O)N1CC2(C)CN(C(C)=O)CC(C)(C1)C2=O,1,0.9,1.1,-4,1.2,18,x,-11,6,1.1
Cc1ccc(N=Cc2cccc(O)c2O)c(C)c1,0.4,0.3,0.7,2,0.2,54*,4,8,67*,0.9
O=C(NC(=S)N1CCN(CCO)CC1)C12CC3CC(CC(C3)C1)C2,0.9,1.2,1,2,1,6,-4,-1,-15,1
COc1ccc(OC)c(Nc2nnc(C)c(=O)[nH]2)c1,1,1,1,-9,1,1,1,-5,1,1
C[C@@H]1C=C(C(=O)NCc2ccccc2)O[C@H](OCc2ccc(CO)cc2)C1,0.9,0.8,1,-6,0.9,9,0,-4,20,1
O=C(Nc1ccc(F)cc1)c1sc2cc(C(F)(F)F)cnc2c1-c1cccs1,1,0.9,1.1,5,1,7,-2,-3,5,1
CC1(C(=O)OCC(=O)Nc2cccc(S(=O)(=O)NC3=NCCCCC3)c2)CC1(Cl)Cl (stereo unspecified),1.1,1,1,-20,1,1,0,-2,0,1
O=C(CN1C(=O)NC(CCc2ccccc2)C1=O)NC1CC1 (stereo unspecified),1.1,1.1,1,-16,1,13,-2,-4,-10,1
Cc1cc(C)c([N+](=O)[O-])cc1-c1ccc(/C=N/NC(=O)c2nonc2N)o1,1,0.7,1,-1,0.9,1,3,6,28,0.9
COC(=O)c1nc(N)sc1-c1ccc(OC)cc1,1,0.8,1,-9,0.9,-1,-1,-2,15,1
Cc1cc2c(n1-c1ccc(C(N)=O)cc1)CC(C)(C)CC2=O,1,1,1,-7,1.2,0,-1,1,-2,1
CCCc1ccc(OCCNC(=O)CC)cc1,1,0.9,1,-6,0.9,2,-3,-1,6,1
COC(=O)CCSCC(=O)Nc1nnc(C)s1,0.9,0.9,1.1,-11,0.9,1,0,-4,12,1
Cc1cccc(C(=O)NNS(=O)(=O)c2ccccc2)c1O,0.8,0.8,1,-1,0.9,5,2,-6,21,1.1
O=C1CCCCC1C(Nc1ccc(Br)cc1)c1ccccc1 (stereo unspecified),0.8,0.8,1,-1,0.8,14,-6,-1,18,1
CC(C)Cc1nnc(NC(=O)CCC(=O)Nc2ccc(F)cc2)s1,1,0.9,1,51*,1,-1,-5,-1,12,1
CC(N=Cc1ccccc1O)c1ccccc1 (stereo unspecified),0.8,0.8,1,-3,0.8,15,-3,-5,17,1
COCCCNC(=O)CCCC(=O)NCCCOC,0.9,0.9,1,-3,0.9,7,-17,1,11,1
COCC(=O)NC1CCN(CC(=O)Nc2ccc(OC)cc2[N+](=O)[O-])CC1,1,1.1,1,-6,1,5,-5,-3,-9,1

# Four entries picked at random from the list so far:
SMILES,PMI act hi M6P,Diaph act CS,FLuc act counter,TNAP inh no acc,PMI activator,G6PDH counter,HMGR II inh,TNAP inh hi DEA,Diaph inh CS,TNAP act hi DEA
CC(C)Cc1nnc(NC(=O)CCC(=O)Nc2ccc(F)cc2)s1,1,0.9,1,51*,1,-1,-5,-1,12,1
COCC(=O)NC1CCN(CC(=O)Nc2ccc(OC)cc2[N+](=O)[O-])CC1,1,1.1,1,-6,1,5,-5,-3,-9,1
O=C(CN1C(=O)NC(CCc2ccccc2)C1=O)NC1CC1 (stereo unspecified),1.1,1.1,1,-16,1,13,-2,-4,-10,1
O=C1CCCCC1C(Nc1ccc(Br)cc1)c1ccccc1 (stereo unspecified),0.8,0.8,1,-1,0.8,14,-6,-1,18,1

# Next section:
SMILES,PMI act hi M6P,Diaph act CS,FLuc act counter,TNAP inh no acc,PMI activator,G6PDH counter,HMGR II inh,TNAP inh hi DEA,Diaph inh CS,TNAP act hi DEA
Cc1cccc(-c2nnc(SCC(=O)NCc3ccc4c(c3)OCO4)n2C)c1,1.1,1,1,-11,1,2,-6,-4,5,1
Cc1ccc(C(=O)NCC(=O)OCC(=O)N2CCCc3ccccc32)cc1,1,0.9,0.8,-2,1,-1,1,1,7,1
CCOc1nc(N2CCOCC2)nc(C)c1[N+](=O)[O-],1,0.9,1,-15,0.9,6,-3,-4,9,1
c1ccc2c(c1)CCCN2Cc1nnnn1C1CCCC1,1,0.9,1.1,-12,1,2,-4,-4,10,1
Cc1ccc(N(CC(=O)NCc2ccncc2)S(C)(=O)=O)cc1,1.2,1.1,1,-10,1.2,-1,-8,-4,-7,1
COc1c(C)cc(C(=O)C2CCCN(C(=O)c3cc(C)nc(C)n3)C2)cc1C (stereo unspecified),x,x,1,-9,x,13,-2,-10,x,1.1
CCc1ccc(C(C(=O)NC2CCCCC2)N(C(=O)c2ccccn2)c2cccnc2)cc1 (stereo unspecified),x,x,1.1,-5,x,10,-3,-3,x,1
COc1cccc(CN(C)C(=O)c2csc3c2CCCC3)c1OC,1,0.9,1,-14,1,5,-9,-6,9,1.1
Cc1ccc2nc3c(cc(C(N)=S)c(=N)n3CCCOC(C)C)c(=O)n2c1,1.3,0.8,1.1,4,1.5,4,2,3,18,1
O=C(Nc1nc(COc2ccccc2)cs1)c1ccccc1F,1,0.9,1,-9,1,-3,-2,-2,6,1
CCCCn1c(SCC(=O)OCC)nnc1-c1ccoc1C,1,0.9,1,-8,1,9,-2,0,11,1
O=C(c1cc(C2CC2)on1)N1CCOCC1,1.1,0.9,1.1,16,1.1,7,-7,-6,5,1.1
Cc1cc(C)c(NC(=O)CSc2nc3[nH]ncc3c(=O)[nH]2)c(C)c1,1,1,1.1,-12,1.1,-2,-2,-3,2,1
CCC(C)(C)NC(=O)C1CCCN1C(=O)NC1CCCCC1 (stereo unspecified),1.1,1,1,1,1.1,1,-1,3,-3,1
Cn1ccc(-c2cc(C(=O)O)c3ccccc3n2)n1,1.2,1,0.9,3,1.3,8,-6,0,0,1
O=C(NCc1ccc(F)cc1)C1CCN(S(=O)(=O)N2CCC3(CC2)OCCO3)CC1,1.1,1.1,1,3,1.1,6,0,-3,-13,1
Clc1ccc(-c2nn3c(-c4ccncc4)nnc3s2)c(Cl)c1,1.1,1,1,-14,1.1,-1,x,-8,4,1.1
COc1ccc(-c2cc(CNS(=O)(=O)c3ccccc3)on2)cc1,1,1,1,-17,1,3,1,-6,-1,1.1
O=C(Nc1nccs1)c1ccc2nccnc2c1,0.7,0.7,0.9,-12,0.9,4,1,-4,29,1
CCc1c(C(=O)Nc2ccc(S(=O)(=O)N3CCOCC3)cc2)csc1C,0.9,0.9,1,-10,0.8,3,-1,-5,7,1
O=C(CSc1nnc(CN2CCOCC2)n1-c1ccc(Cl)cc1)Nc1cc(Cl)ccc1O,0.9,0.8,1,-2,0.8,7,0,-1,23,1
CCOC(=O)C1=NN(C(=O)Cc2ccccc2)C(O)(C(C)(C)C)C1 (stereo unspecified),x,x,1,-7,x,8,-6,-2,x,1
Cc1nc2c(Br)c3nc(C(F)(F)F)[nH]c3c(Br)c2[nH]1,0.7,0.8,1.1,-1,1.1,9,-2,-3,23,1
Cc1nc(N2CCOCC2)nc(N2CCCCC2)c1[N+](=O)[O-],1,1,1,-8,1,3,-7,3,0,1
O=c1c(Cc2ccc(F)cc2)c(O)ccn1CCCN1CCOCC1,1.1,0.9,1.1,6,1.1,10,-6,-2,9,1
SMILES,PMI act hi M6P,Diaph act CS,FLuc act counter,TNAP inh no acc,PMI activator,G6PDH counter,HMGR II inh,TNAP inh hi DEA,Diaph inh CS,TNAP act hi DEA
CCOC(=O)N1N=C(C)CC1(O)c1ccc(Cl)cc1 (stereo unspecified),1,1.1,1,5,1,4,2,-6,-11,1.1
O=C(c1ccco1)N(Cc1cc2ccccc2[nH]c1=O)CC1CCCO1 (stereo unspecified),1.1,0.9,1.1,-15,1.1,-4,-1,-6,8,1.1
COc1ccc2nc(N/C(N)=N/C(=S)Nc3ccccc3)nc(C)c2c1,0.9,0.9,1,-4,1,5,-1,0,6,1
COc1ccc(-n2nc3cc(C)c(NC(=S)NC(=O)c4ccccc4C)cc3n2)cc1,0.9,0.8,0.9,-12,0.8,2,1,-5,15,1
O=c1c2ccc(Cl)cc2nc(-c2ccc([N+](=O)[O-])cc2)n1O,1.3,1,1.1,-9,1.1,4,-1,-4,-4,1
CC(OC(=O)C1CC(O)CN1S(=O)(=O)c1ccccc1[N+](=O)[O-])C(=O)N1CCCCC1 (stereo unspecified),1,0.9,1,0,1,15,-1,-1,12,1
COc1ccc(CNC(=O)c2cc(C3CC3)on2)cc1,0.9,0.7,1,-12,0.9,3,-12,-8,28,1.1
CCn1ncc(-c2csc(N)n2)c1C,0.8,0.8,1,-11,0.9,-2,-1,-2,21,1
O=C(O)CSc1nnc(-c2ccncc2)n1C1CCCCC1,1,0.9,1.1,-12,1,3,-3,-4,11,1
CNC(=S)NNC(=O)Cc1ccc(O)cc1,1,0.9,1,12,1,0,-8,1,6,1
Cc1ccc(NC(=O)CS(=O)CC(=O)NCC2OCCc3ccccc32)c(C)c1 (stereo unspecified),1,1.1,1.1,3,1.1,10,-2,-3,-10,1
COC(=O)C1=C(C)Nc2[nH]c(=S)[nH]c(=O)c2C1c1ccc(OC)cc1 (stereo unspecified),1.1,0.8,1,-12,1.1,8,-5,-5,23,1.1
O=C(O)C1CCCCC1C(=O)Nc1cc(C(F)(F)F)ccc1Cl (stereo unspecified),1.1,1,1,-9,1,18,1,-5,3,1
C=CCNC(=O)NC(=O)COC(=O)C(C)Oc1ccc(Cl)cc1Cl (stereo unspecified),0.9,0.8,1,-8,1,-1,3,-2,17,1
COc1cccc(Nc2nc(CN3CCOCC3)nc3sc4c(c23)CCCC4)c1,0.9,0.9,1,-5,0.9,-12,-6,-1,9,1

# Bioassay records (PubChem BioAssay)
